# From PubChem BioAssay
# NOD1 inhibition = NOD1 signaling inhibitors, primary screen, cell-based, luminescence, uHTS (AID 1578); NOD1-driven NF-kB luciferase reporter cells, luminescence; higher % means a stronger effect; inhibition, % at 4 µM, or EC50 in µM where a hit was titrated; hit rate 1% among 290,000; in the data active means inhibition mostly above about 36%, no sharp cut-off; inactive means mostly below about 34%;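 further: HEK-293T reporter cells stimulated with the NOD1 agonist gamma-tri-DAP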
# HEK293 NOD2/NF-kB = NOD2 signaling inhibitors, cell-based, luminescence, uHTS, HEK293 (AID 1566) | HEK293 NOD2/NF-kB luciferase reporter, luminescence; higher % means a stronger effect | inhibition, % at 4 µM; hits with a dose series show EC50 in µM | hit rate 0.63% among 290,000; further: many of its hits are not listed in these tables
# KOR beta-arrestin-1 = KOR antagonists, beta-arrestin recruitment, cell-based, luminescence, uHTS (AID 1778) | KOR beta-arrestin recruitment, luminescence, antagonist mode; higher % means a stronger effect | one-dose inhibition, % at 10 µM; IC50 in µM for titrated hits | hit rate 0.091% among 290,000; further: strong numbers were not always called active
# Myeloid diff MLP = promotes myeloid progenitor differentiation; ER-HoxA9 myeloid progenitors, lysozyme-GFP differentiation, flow cytometry; calls only at 10 µM; hit rate 1% among 360,000; AID 624256;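 active means normalized GFP-positive differentiation at or above the plate's own cutoff, the solvent-only control mean plus 3 SD; inconclusive means no clear call, values can overlap the other calls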;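 further: cells exposed to compound for four days before flow analysis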
# GPR55 beta-arrestin = selective activators of receptor GPR55 – imaging, U2OS cells, beta-arrestin-GFP redistribution, primary screen (AID 1961) | one-dose activation, % at 10 µM; EC50 in µM for titrated hits | U2OS GPR55 beta-arrestin-GFP redistribution imaging; higher % means a stronger effect | hit rate 0.048% among 290,000;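 active means activation above 40% with more than 50 cells counted in the well; inconclusive means wells holding fewer than 50 cells, flagged as toxic or sparse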;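 further: U2OS osteosarcoma cells stably expressing GPR55 and beta-arrestin-GFP; plate controls were DMSO negative control for no effect and LPI positive control for full effect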
# GPR35 antagonists = GPR35 antagonists blocking zaprinast-driven arrestin recruitment, primary screen, imaging, U2OS, beta-arrestin-GFP, zaprinast agonist (AID 2058). U2OS GPR35 beta-arrestin-GFP translocation imaging, zaprinast antagonism; higher % means a stronger effect. one-dose inhibition, % at 10 µM; IC50 in µM for titrated hits. hit rate 0.052% among 290,000;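 active means inhibition of at least 50% with at least 30 cells and total cytoplasm GFP at most 10,000,000; inconclusive means under 30 cells or total GFP of 10,000,000 plus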
# KOR beta-arrestin-2 = kappa opioid receptor activators – cell-based, luminescence, uHTS, primary screen (AID 1777); KOR beta-arrestin recruitment, luminescence; higher % means a stronger effect; activation, % at 10 µM; hits with a dose series show EC50 in µM; hit rate 0.02% among 280,000; in the data active means activation above about 50%, passing the limit was not always enough; further: a part of the inactive calls stands beside numbers as strong as those of hits
# HIV peptide binding = cell-free HIV fusion peptide-binding blockers – biochemical, uHTS, fluorescence dequenching, primary screen (AID 1986); cell-free peptide binding, fluorescence dequenching, 30 min; higher % means a stronger effect; inhibition, % at 20 µM; hits with a dose series show IC50 in µM; hit rate 0.3% among 290,000; in the data active means inhibition mostly above about 52%, no sharp cut-off; inactive means mostly below about 76%; further: some results filed as inactive read as strong as hits
# GPR55 LPI antagonism = GPR55 antagonists blocking LPI-driven arrestin recruitment, primary screen, imaging, U2OS, beta-arrestin-GFP, LPI agonist (AID 2013) | hit rate 0.13% among 290,000 | inhibition, % at 10 µM, or IC50 in µM where a hit was titrated | U2OS GPR55 beta-arrestin-GFP translocation imaging, LPI antagonism; higher % means a stronger effect;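 active means spots per cell inhibited over 60%, with over 100 cells counted and total cytoplasm intensity under 500,000; inconclusive means wells with under 100 cells, flagged as likely toxic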;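 further: U2OS cells stably carrying GPR55 and arrestin-GFP stimulated by 5 µM LPI near EC80; imaged beta-arrestin-GFP aggregate spots per cell after agonist stimulation; plate controls were LPI-stimulated DMSO wells for no effect and DMSO wells without LPI for full effect; some results filed as inactive read as strong as hits; confirmed hits need IC50 under 10 µM and bright autofluorescent wells are also inconclusive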
# Myeloid diff MLP GFP+ MAC1+ % = also measured in Myeloid diff MLP; calls as there; GFP+ MAC1+ double positive, %; measured here: differentiation confirmed by MAC1 staining
# Starred values were filed as active, the others as inactive; i = inactive; u = inconclusive; x = not tested or not shown; + = active, no number; [ ] = dose if it differs, or a comment. Unless noted, no stated cut-off is given here; in the data, active means inhibition above about 50%; inactive means the rest. A portion of the library. The share of hits here may be higher or lower than overall.
SMILES,NOD1 inhibition,HEK293 NOD2/NF-kB,KOR beta-arrestin-1,Myeloid diff MLP,Myeloid diff MLP GFP+ MAC1+ %,GPR55 beta-arrestin,GPR35 antagonists,KOR beta-arrestin-2,HIV peptide binding,GPR55 LPI antagonism
CC1(O)c2ccccc2C(=O)N1Cc1ccccc1 (stereo unspecified),11.0%,4.6%,30.5%,i,1.6,0.6%,15.0%,0.1%,-1.0%,8.2%
COc1ccc(C(C(=O)NCc2ccccc2)N(Cc2ccc3c(c2)OCO3)C(=O)c2cnccn2)cc1 (stereo unspecified),-0.1%,3.7%,-9.3%,i,1.4,-0.2%,-4.2%,-0.6%,-2.2%,-1.2%
COc1c(S(=O)(=O)Nc2cccnc2)ccc(Cl)c1Cl,-6.2%,21.0%,-28.9%,i,0.1,0.6%,0.5%,0.1%,0.6%,9.5%
COc1ccccc1CN(Cc1nc2ccccc2c(=O)[nH]1)C(=O)Nc1ccccc1,-12.6%,5.5%,28.9%,i,0.2,-0.2%,-3.0%,-4.3%,-1.8%,2.2%
O=[N+]([O-])c1ccc(CN2CCOCCOCCN(Cc3ccc([N+](=O)[O-])cc3)CCOCC2)cc1,-23.6%,-33.2%,14.6%,i,0.6,-0.1%,0.5%,-0.2%,0.8%,11.7%
Cc1cc(C)cc(NC(=O)N2CCC(c3nc4ccccc4o3)CC2)c1,-30.9%,-8.5%,-28.4%,i,0.7,-0.1%,4.1%,-0.5%,2.2%,-4.3%
COc1cc(/C=C(\C#N)c2nc3ccccc3[nH]2)ccc1OC(=O)c1ccco1,-15.8%,-130.3%,22.6%,i,1.8,0.0%,-6.4%,1.5%,61.1%*,10.5%
COc1ccc(CC(=O)NNC(=O)c2ccoc2C)cc1OC,4.8%,-1.3%,12.5%,i,12.7,0.3%,-3.1%,-1.6%,2.7%,13.2%
CNC(=S)Nc1cc(C(=O)N2CCCC2)ccc1N1CCCC1,-13.6%,1.9%,-8.9%,i,1.1,0.7%,-18.0%,-5.7%,-0.9%,0.7%
c1ccc(-c2ccc3c(c2)NC(C2Nc4cc(-c5ccccc5)ccc4O2)O3)cc1 (stereo unspecified),-1.5%,10.7%,34.9%,i,0.6,-0.1%,2.3%,0.2%,-3.5%,-4.4%
COc1ccc(CN2C(=O)c3ccccc3C2=O)cc1,-20.1%,9.5%,17.2%,i,0.1,0.6%,3.8%,-0.5%,0.4%,7.2%
CC(C)CC1(C)NC(=O)N(CC(=O)Nc2cccc(S(=O)(=O)N(C)c3ccccc3)c2)C1=O (stereo unspecified),-36.4%,-19.1%,-13.3%,i,0.1,0.2%,-21.2%,-4.7%,-0.3%,6.0%
Nc1n[nH]c(-c2ccccc2[N+](=O)[O-])n1,-27.2%,-15.1%,1.9%,i,0.7,-0.1%,12.3%,-0.5%,2.4%,3.2%
CCOC(=O)N1CCN(C(=O)c2ccc(NS(=O)(=O)c3ccc(C)cc3)cc2)CC1,13.5%,15.3%,2.8%,i,6.6,-0.1%,4.6%,-0.2%,-1.0%,1.5%
O=C(Nc1ccccc1N1CCN(c2ccc(F)cc2)CC1)C12CC3CC(CC(C3)C1)C2,-16.0%,4.8%,4.2%,i,0.6,0.4%,16.3%,-1.4%,0.9%,23.7%
CCOC(=O)C1CCN(C(=O)c2cc3c(=O)n4ccccc4nc3n2C)CC1,-16.4%,18.2%,-28.2%[20 µM],i,0.4,-0.1%,-0.9%,-2.5%,-1.4%,-0.7%
CC1CN(C(=O)/C=C/c2ccc([N+](=O)[O-])s2)CC(C)O1 (stereo unspecified),x,x,-14.5%,u,x,-0.5%,8.3%,-1.9%,1.0%,6.6%
CCOc1c(Cl)cc(C(=O)Nc2ccccc2C(=O)O)cc1Cl,2.3%,-70.8%,-28.0%,i,2.0,-0.1%,9.4%,2.7%,38.2%,-6.7%
O=C(CN1CCN(S(=O)(=O)c2ccc(Br)cc2)CC1)N/N=C/c1ccc(Cl)c([N+](=O)[O-])c1,-21.2%,21.6%,-11.9%,i,0.2,0.2%,1.8%,2.1%,-4.7%,54.9%
CCCc1nnc(NC(=O)CCC(=O)NC2CCCC2)s1,-11.0%,8.7%,-7.7%,i,3.4,-0.1%,8.2%,10.5%,-1.6%,3.5%
O=[N+]([O-])c1ccc(-n2cnc3ccccc32)c([N+](=O)[O-])c1,-0.5%,19.8%,5.5%,i,0.2,-1.2%,-4.2%,5.2%,-2.7%,2.7%
C=CCc1ccc(OC(=O)c2ccccc2)c(OC)c1,6.4%,8.6%,16.0%,i,2.8,0.2%,-21.5%,0.2%,1.2%,7.2%
OCCC1CN(Cc2cnc(-c3ccccc3)s2)CCN1C1CCCC1 (stereo unspecified),-24.1%,12.7%,-0.3%,i,0.2,0.2%,-3.7%,-2.7%,-1.1%,15.6%
COc1ccc(CC(=O)Nc2cccc(S(=O)(=O)N3CCCCCC3)c2)cc1OC,38.6%,36.7%,24.1%,+,1.0*,-0.2%,-15.0%,13.5%,0.6%,-0.7%
Cc1ccsc1/C=N/N1CCN(c2ccccc2)CC1,-34.0%,-29.5%,-29.6%,i,8.8,-0.1%,7.4%,3.1%,-2.2%,9.4%

# An excerpt from above in order of formula weight, highest first:
SMILES,NOD1 inhibition,HEK293 NOD2/NF-kB,KOR beta-arrestin-1,Myeloid diff MLP,Myeloid diff MLP GFP+ MAC1+ %,GPR55 beta-arrestin,GPR35 antagonists,KOR beta-arrestin-2,HIV peptide binding,GPR55 LPI antagonism
COc1ccc(C(C(=O)NCc2ccccc2)N(Cc2ccc3c(c2)OCO3)C(=O)c2cnccn2)cc1 (stereo unspecified),-0.1%,3.7%,-9.3%,i,1.4,-0.2%,-4.2%,-0.6%,-2.2%,-1.2%
O=C(Nc1ccccc1N1CCN(c2ccc(F)cc2)CC1)C12CC3CC(CC(C3)C1)C2,-16.0%,4.8%,4.2%,i,0.6,0.4%,16.3%,-1.4%,0.9%,23.7%
CCOC(=O)C1CCN(C(=O)c2cc3c(=O)n4ccccc4nc3n2C)CC1,-16.4%,18.2%,-28.2%[20 µM],i,0.4,-0.1%,-0.9%,-2.5%,-1.4%,-0.7%
COc1c(S(=O)(=O)Nc2cccnc2)ccc(Cl)c1Cl,-6.2%,21.0%,-28.9%,i,0.1,0.6%,0.5%,0.1%,0.6%,9.5%
O=[N+]([O-])c1ccc(-n2cnc3ccccc32)c([N+](=O)[O-])c1,-0.5%,19.8%,5.5%,i,0.2,-1.2%,-4.2%,5.2%,-2.7%,2.7%

# The listing continues.
SMILES,NOD1 inhibition,HEK293 NOD2/NF-kB,KOR beta-arrestin-1,Myeloid diff MLP,Myeloid diff MLP GFP+ MAC1+ %,GPR55 beta-arrestin,GPR35 antagonists,KOR beta-arrestin-2,HIV peptide binding,GPR55 LPI antagonism
CC1CN(c2nc(-c3ccccc3)nnc2-c2ccccc2)CC(C)O1 (stereo unspecified),-49.8%,-19.5%,-13.9%,i,0.1,-0.2%,8.4%,2.2%,1.3%,9.7%
CCCN1Cc2cccc(C(=O)Nc3ccc4c(c3)OCO4)c2C1=O,-15.8%,12.6%,-12.8%,i,0.0,-0.1%,8.3%,0.1%,-2.3%,10.9%
COc1ccc2cc(Br)ccc2c1CC(=O)NC(C)(C)C,70.9%,17.0%,-6.1%,i,0.8,-0.3%,-7.4%,7.0%,-1.0%,5.9%
COc1ccc(OCCOC(=O)c2[nH]c(C)c(C(C)=O)c2C)cc1,-21.2%,15.5%,-16.9%,i,0.1,0.2%,-13.8%,0.2%,-2.5%,-0.5%
FC(F)(F)c1ccc(CN2CCN(Cc3ccco3)CC2)cc1,-29.0%,-14.7%,-7.5%,i,0.4,-0.2%,6.4%,8.9%,-0.1%,6.4%
Cn1c(SCC(=O)Nc2ccc(Cl)cc2)nnc1C1CC1,-22.2%,-14.5%,-25.2%,i,2.1,-0.2%,4.7%,2.8%,0.9%,14.2%
COc1ccc(CNC(=O)CSc2cccc3cccnc23)cc1,-4.8%,7.3%,-7.3%,i,0.5,-0.1%,-0.1%,0.4%,-0.7%,5.7%
COc1ccc(C(=O)N(Cc2ccccc2)c2cccc(C)c2)cc1,-17.1%,16.7%,9.4%,i,0.5,0.0%,-0.5%,0.7%,-1.6%,2.8%
Cc1ccc(NC(=O)CSc2ccc(-c3ccccn3)nn2)cc1F,-16.9%,-3.6%,-19.5%,i,0.3,-0.1%,4.2%,0.5%,2.8%,13.5%
Cc1ccc(S(=O)(=O)N2C(=O)CCC2C(=O)O/N=C(\N)c2cccc([N+](=O)[O-])c2)cc1 (stereo unspecified),-38.3%,-1.6%,1.5%,i,0.7,-0.1%,-4.1%,9.1%,-0.6%,9.0%
CCc1nc(SCC(=O)N2CCCc3ccccc32)c2oc3ccccc3c2n1,0.5%,37.0%,14.8%,i,0.6,-0.1%,0.3%,-0.2%,-0.6%,23.2%
O=C(NC1CCCCCCC1)C1CCN(c2nc3ccccc3o2)CC1,21.6%,25.3%,1.9%,i,14.3,-0.2%,-5.3%,0.6%,-2.2%,-11.9%
C=CCn1cccc(C(=O)Nc2ccc(OC)c(Cl)c2)c1=O,-10.1%,7.6%,-29.5%,i,0.3,0.0%,-1.7%,-0.8%,0.1%,-13.2%
COC(=O)c1ccc(C2CC(=O)Nc3cc(OC)c(OC)cc32)cc1 (stereo unspecified),-12.9%,19.9%,27.0%,i,11.0,0.2%,-5.8%,3.6%,-3.2%,12.0%
Cc1ncc(CN2CCN(C3CCCC3)C(CCO)C2)s1 (stereo unspecified),-1.7%,3.1%,-0.6%[20 µM],i,0.4,-0.1%,20.5%,x,-2.4%,9.6%
O=C(CN1CCNCC1)Nc1ccc(Oc2ccccc2)cc1,-20.1%,3.7%,2.9%,i,1.0,-0.1%,16.5%,1.7%,-3.3%,11.4%
S=C(c1cn(Cc2ccccc2)c2ccccc12)N1CCOCC1,-9.5%,19.9%,16.0%,i,0.5,-0.1%,-18.2%,-2.8%,-2.0%,0.4%
O=C(COC(=O)c1ccc(F)cc1)Nc1cc(S(=O)(=O)N2CCOCC2)ccc1N1CCCC1,-37.3%,-9.3%,-37.9%,i,0.5,0.9%,6.6%,5.0%,0.0%,6.0%
COc1ccc(CN(C)CC(=O)NC(C)c2ccccc2)c(OC)c1 (stereo unspecified),-14.7%,2.6%,-23.3%,i,0.2,0.5%,-4.6%,7.4%,1.5%,0.7%
